LMPTP inh = blocks human LMPTP phosphatase; P24666; recombinant LMPTP-A, OMFP fluorogenic substrate, fluorescence intensity; inhibition, % at 20 µM; 360,000 compounds, 0.22% hits;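 active = compounds that cut the enzyme signal by at least half of the control window in the single-dose screen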;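 note: plate controls were DMSO wells with enzyme plus substrate for no effect and substrate without enzyme for full effect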
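Test system: LMPTP-A phosphatase enzyme; input: 0.625 nM LMPTP-A final; reagent: OMFP substrate, 400 µM final; compound dosing: 20 µM single dose, 3% DMSO; incubation: 50 min dark incubation at room temperature; measured by: endpoint fluorescence intensity from OMFP dephosphorylation; measure: % inhibition relative to no-enzyme and uninhibited control wells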
DNMT1 inh = blocks human DNA methyltransferase DNMT1. AID 588458. P26358. DNMT1 molecular beacon, Hinp1I cleavage, fluorescence. 360,000 compounds, 0.83% hits. inhibition (reported as % activation of signal), % at 10 µM; in the data active = inhibition above about 50%
Rpn11 block = Rpn11 (human) deubiquitinase inhibition; O00487; human 26S proteasome, Ub4-pepOG fluorescence polarization; 20S core pre-blocked with epoxomicin; calls only at 20 µM; 360,000 compounds, 0.59% hits; AID 588493;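 active = inhibition at 20 µM, scaled to each plate's controls, above about 33%, limit read from the data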
SUMO1-SIM PPI = SUMO1-SIM interaction modulation; 360,000 compounds, 0.33% hits; AID 602429; inhibition, % at 20 µM; P63165; SUMO1 binding to a labelled peptide, TR-FRET, 1 h; in the data active = inhibition above about 37%
Rin1 Abl inh = inhibitors of human Rin1-Abl protein interaction. AID 588664. 360,000 compounds, 0.4% hits. TR-FRET Rin1/Abl binding, biochemical. inhibition, % at 7.35 µM. P00519+Q13671; in the data active = inhibition above about 5%, passing the limit was not always enough
Target sequence (P00519 whole entry, looked up): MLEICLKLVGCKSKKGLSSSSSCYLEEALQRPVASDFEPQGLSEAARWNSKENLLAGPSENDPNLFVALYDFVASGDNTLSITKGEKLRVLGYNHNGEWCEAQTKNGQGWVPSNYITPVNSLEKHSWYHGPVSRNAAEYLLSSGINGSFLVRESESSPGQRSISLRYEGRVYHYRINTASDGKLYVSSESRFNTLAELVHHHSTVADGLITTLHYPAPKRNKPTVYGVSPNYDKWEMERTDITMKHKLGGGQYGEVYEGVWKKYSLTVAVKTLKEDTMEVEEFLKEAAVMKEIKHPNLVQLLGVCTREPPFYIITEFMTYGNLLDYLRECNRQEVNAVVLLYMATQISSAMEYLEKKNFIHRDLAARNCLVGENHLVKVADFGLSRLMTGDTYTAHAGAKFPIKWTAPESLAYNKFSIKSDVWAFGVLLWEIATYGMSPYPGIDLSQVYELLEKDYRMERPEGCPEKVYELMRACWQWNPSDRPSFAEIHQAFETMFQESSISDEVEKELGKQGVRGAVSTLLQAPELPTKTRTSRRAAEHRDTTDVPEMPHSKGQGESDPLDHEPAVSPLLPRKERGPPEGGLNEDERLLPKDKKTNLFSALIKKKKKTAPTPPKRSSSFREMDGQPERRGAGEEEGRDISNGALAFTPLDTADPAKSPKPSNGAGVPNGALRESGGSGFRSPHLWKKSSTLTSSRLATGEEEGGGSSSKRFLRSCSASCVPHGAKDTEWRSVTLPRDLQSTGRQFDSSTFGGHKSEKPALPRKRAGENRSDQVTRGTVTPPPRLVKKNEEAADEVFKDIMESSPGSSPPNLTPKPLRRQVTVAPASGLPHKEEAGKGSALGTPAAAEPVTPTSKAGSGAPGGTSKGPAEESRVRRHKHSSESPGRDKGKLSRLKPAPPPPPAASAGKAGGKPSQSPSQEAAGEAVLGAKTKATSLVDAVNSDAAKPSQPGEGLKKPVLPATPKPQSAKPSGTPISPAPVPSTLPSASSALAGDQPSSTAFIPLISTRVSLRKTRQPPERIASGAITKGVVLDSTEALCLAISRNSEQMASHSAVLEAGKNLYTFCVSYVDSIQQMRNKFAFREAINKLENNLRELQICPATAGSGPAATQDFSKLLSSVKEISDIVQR
Target sequence (Q13671 whole entry, looked up): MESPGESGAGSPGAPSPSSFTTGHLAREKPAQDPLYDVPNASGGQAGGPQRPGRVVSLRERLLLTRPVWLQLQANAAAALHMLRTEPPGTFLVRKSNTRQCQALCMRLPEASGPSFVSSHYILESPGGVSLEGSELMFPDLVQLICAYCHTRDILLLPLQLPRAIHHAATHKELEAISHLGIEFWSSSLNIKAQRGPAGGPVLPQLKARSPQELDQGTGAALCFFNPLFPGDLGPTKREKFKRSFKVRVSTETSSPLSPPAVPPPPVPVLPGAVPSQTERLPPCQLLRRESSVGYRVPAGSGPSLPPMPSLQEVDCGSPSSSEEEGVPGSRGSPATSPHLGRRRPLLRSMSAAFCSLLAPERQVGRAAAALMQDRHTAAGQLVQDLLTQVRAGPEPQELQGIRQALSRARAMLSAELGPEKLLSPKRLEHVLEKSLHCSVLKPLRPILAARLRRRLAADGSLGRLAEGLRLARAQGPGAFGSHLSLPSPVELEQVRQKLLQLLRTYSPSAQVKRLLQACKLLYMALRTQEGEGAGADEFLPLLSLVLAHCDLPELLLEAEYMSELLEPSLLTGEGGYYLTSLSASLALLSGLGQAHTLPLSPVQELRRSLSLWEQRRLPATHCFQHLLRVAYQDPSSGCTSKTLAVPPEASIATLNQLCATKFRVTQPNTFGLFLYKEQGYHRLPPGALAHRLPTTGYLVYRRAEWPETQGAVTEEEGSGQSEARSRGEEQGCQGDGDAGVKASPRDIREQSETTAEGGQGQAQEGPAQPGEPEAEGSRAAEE
STEP block = STEP (human) phosphatase inhibition; 360,000 compounds, 0.25% hits; inhibition, % at 20 µM; recombinant STEP, OMFP fluorogenic substrate, fluorescence;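 active = inhibition at 20 µM, scaled per plate between control wells, above about 37%, limit read from the data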;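 note: 0% = DMSO with enzyme and substrate and 100% = substrate only without enzyme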
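Test system: STEP tyrosine phosphatase / Reagent: OMFP at 25 µM / Doses: 20 µM, 1% DMSO / Read-out: percent inhibition scaled to no-enzyme and uninhibited-enzyme controls, plate-pattern corrected / Detection: FITC-channel fluorescence of OMFP product / Medium: Bis-Tris buffer pH 6.0, 2.5 mM DTT, 0.005% Tween 20 / Schedule: 20 min at room temperature, dark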
Scp1 inh = blocks human Scp-1 phosphatase activity; Q9GZU7; inhibition, % at 20 µM; Recombinant Scp1, phosphopeptide, malachite green phosphate absorbance; 340,000 compounds, 0.88% hits;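 active = inhibition above about 50% at 20 µM, limit read from the data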;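 note: plate controls were DMSO wells with enzyme for no effect and wells lacking enzyme for full effect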
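assay system = SCP-1 phosphatase catalytic domain, residues 76-261 | buffer or medium = 50 mM Tris acetate pH 5.5, 0.005% Tween-20, 10 mM MgCl2 | incubation = enzyme reaction 45 min at room temperature, colour 5 min, stabilisation 30 min | signal = Phosphate-binding colour reagent, absorbance read at 630 nm | measure = % inhibition at 20 µM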
Neddylation inh = blocks human cullin neddylation. TR-FRET cullin neddylation, biochemical. P61081+Q13564. 360,000 compounds, 0.58% hits. calls only at 25 µM; in the data active = inhibition above about 36%
NadD inh = inhibitors of Staphylococcus aureus NadD | purified NadD enzyme, colorimetric absorbance read-out | inhibition, % at 20 µM | 360,000 compounds, 0.78% hits | AID 602399; in the data active = inhibition above about 26%; note: some compounds past the cut are filed as inactive
CSN inh = inhibitors of human CSN-mediated cullin deneddylation; inhibition, % at 12.5 µM; AID 651999; Purified CSN, SCF-Nedd8-OG deneddylation, fluorescence polarization; 360,000 compounds, 0.38% hits; Q92905;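 active = pattern-corrected inhibition above about 35%, with an unprinted fluorescence ratio check between 0.5 and 1.5, limit read from the data, passing the limit was not always enough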;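 note: 0% = enzyme with substrate and 100% = substrate without enzyme; some results filed as inactive read as strong as hits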
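Test system: Human Csn5 produced in HEK293T cells | Compound: 12.5 µM single point | Times: 90 min, room temperature | Signal: Fluorescence polarization readout | Read-out basis: % inhibition of substrate cleavage by Csn5 | Controls: no-enzyme wells high, enzyme-with-substrate wells low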
The depositor's hits bear a star; i = inactive; nt = not tested or not shown.

item	structure	STEP block	NadD inh	Scp1 inh	Rin1 Abl inh	DNMT1 inh	CSN inh	Neddylation inh	LMPTP inh	SUMO1-SIM PPI	Rpn11 block
1	CC(=O)c1cccc(NC(=O)CC2S/C(=N/N=C/c3ccccc3)NC2=O)c1 (stereo not drawn)	0.0	3.3	-2.8	1.8	-4.8	10.2	i	-0.1	2.5	i
2	Cc1ccc(NC(=O)CC2S/C(=N/N=C3/NC(=O)CS3)NC2=O)cc1 (stereo not drawn)	-2.3	1.5	8.1	-0.2	1.8	11.8	i	0.1	0.0	i
3	O=C(CNC(=O)Cn1ccc2ccccc2c1=O)NCCCN1CCCCCC1	-3.5	4.1	-5.5	1.2	-6.4	5.7	i	3.8	0.0	i
4	COCCn1cnc2c1c(=O)[nH]c(=O)n2Cc1ccccc1	-1.7	-1.3	-7.7	2.2	-0.4	-5.6	i	-2.2	-3.3	i
5	C=CCC(C(=O)OC)(C(=O)OC)c1ccccc1[N+](=O)[O-]	-2.0	-1.6	-1.5	0.9	0.0	-6.6	i	-1.9	-4.5	i
6	CCOc1ccc(-n2nc3ccc(NC(=O)c4ccc5c(c4)OCCO5)cc3n2)cc1	-0.6	19.4	0.4	3.1	14.5	0.3	nt	1.6	12.0	i
7	Cc1ccc(NC(=O)CSc2nnc(-c3cc(C)on3)o2)cc1	-3.1	-13.1	-3.1	0.3	0.4	6.8	i	0.9	-5.0	i
8	CCc1c(C)nc2c(-c3ccccc3)c(C)[nH]n2c1=O	-1.2	-2.9	5.5	-0.3	2.1	-2.5	i	-2.1	4.3	i
9	CCN(CC)C(=O)C1=C(C)N(CCC2=CCCCC2)C(=O)C(CC(=O)NC2CCCC2)C1 (stereo not drawn)	0.0	-1.4	nt	-3.0	7.4	-2.6	i	-0.6	1.4	i
10	COc1cccc(NC(=O)CCC2CCN(C(=O)C3CC=CCC3)CC2)c1 (stereo not drawn)	1.2	-2.5	1.2	2.3	-2.0	-1.0	i	0.2	-3.1	i
11	CC(C)(C)OC(=O)C[C@@H]1C/C=C\C[C@@H](CC(=O)N[C@H](CO)Cc2ccccc2)C(=O)N2CCC[C@H]2COC1=O	-1.0	-9.1	-4.4	0.9	1.2	0.5	i	0.4	2.6	i
12	CCCCn1c(N)c(N(CC(C)C)C(=O)c2cc(C)nc3ccccc23)c(=O)[nH]c1=O	-3.7	-2.2	-0.1	1.9	1.8	1.0	i	-0.6	-3.0	i

Quoted at random: 2 entries already listed, in no set order.
item	structure	STEP block	NadD inh	Scp1 inh	Rin1 Abl inh	DNMT1 inh	CSN inh	Neddylation inh	LMPTP inh	SUMO1-SIM PPI	Rpn11 block
12	CCCCn1c(N)c(N(CC(C)C)C(=O)c2cc(C)nc3ccccc23)c(=O)[nH]c1=O	-3.7	-2.2	-0.1	1.9	1.8	1.0	i	-0.6	-3.0	i
3	O=C(CNC(=O)Cn1ccc2ccccc2c1=O)NCCCN1CCCCCC1	-3.5	4.1	-5.5	1.2	-6.4	5.7	i	3.8	0.0	i

Remaining list, next part.
item	structure	STEP block	NadD inh	Scp1 inh	Rin1 Abl inh	DNMT1 inh	CSN inh	Neddylation inh	LMPTP inh	SUMO1-SIM PPI	Rpn11 block
13	C[C@@H](C(=O)Nc1ccc2c(c1)OCCO2)n1nnc2ccccc2c1=O	-1.8	-6.1	-7.5	1.5	2.1	0.0	i	0.2	0.7	i
14	CC(C)C[C@H]1CN=C(Nc2ccccc2)N1CCCC1CCCC1	0.6	-0.5	9.2	-0.4	3.1	-1.0	i	-0.7	-8.4	i
15	N#CCSc1nc2ccccc2c(=O)n1CCCC(=O)NCc1ccco1	-3.6	-3.2	-0.3	0.3	7.3	2.9	i	-1.3	-2.1	i
16	COC(=O)C1=C(C)N(Cc2ccc(OC)c(OC)c2)C(=O)C1	-4.1	-6.4	-9.6	0.9	0.1	-0.6	i	-3.4	-3.6	i
17	Cc1ccc2cc(/C=N/NC(=O)c3ccc(F)cc3)c(Cl)nc2c1	0.1	-1.9	1.6	1.0	4.8	5.3	i	3.0	-2.3	i
18	O=C(Nc1cccc2ccccc12)N1CCN(c2ccc(F)cc2)CC1	2.1	-4.4	2.9	1.0	-3.4	4.8	i	-0.6	3.7	i
19	CN(C)CCCn1c(NCc2ccc3c(c2)OCO3)nc2ccccc21	-1.5	-0.7	8.9	-3.5	0.7	-1.8	i	5.9	-3.2	i
20	OC(c1ccccc1)c1ncc(-c2cccc(OCc3ccccc3)c2)[nH]1 (stereo not drawn)	0.8	1.5	nt	-1.2	-9.7	-2.7	i	1.3	0.0	i
21	COc1cc(CNCCCN2CCOCC2)c(Br)cc1OC(C)C	-3.7	-4.3	-7.3	-2.5	-2.0	1.2	i	-2.8	1.0	i
22	C/C(=N\NC(N)=S)c1cccnc1	-2.4	-2.5	8.2	-0.1	0.4	-5.1	i	0.0	0.6	i
23	Cc1cc(C)n2nc(C(=O)N/N=C/C=C/c3ccccc3)nc2n1	0.4	5.3	0.6	-2.0	-0.7	2.9	i	-1.1	-23.1	i
24	CCOc1ccc(CCNC(=O)Cc2ccc(NC3=NC4CS(=O)(=O)CC4S3)cc2)cc1OCC (stereo not drawn)	-0.6	2.5	-6.2	4.8	3.3	0.6	i	-1.8	2.7	i

Molecules shown so far containing an NH in an aromatic ring (4):
item	structure	STEP block	NadD inh	Scp1 inh	Rin1 Abl inh	DNMT1 inh	CSN inh	Neddylation inh	LMPTP inh	SUMO1-SIM PPI	Rpn11 block
4	COCCn1cnc2c1c(=O)[nH]c(=O)n2Cc1ccccc1	-1.7	-1.3	-7.7	2.2	-0.4	-5.6	i	-2.2	-3.3	i
8	CCc1c(C)nc2c(-c3ccccc3)c(C)[nH]n2c1=O	-1.2	-2.9	5.5	-0.3	2.1	-2.5	i	-2.1	4.3	i
12	CCCCn1c(N)c(N(CC(C)C)C(=O)c2cc(C)nc3ccccc23)c(=O)[nH]c1=O	-3.7	-2.2	-0.1	1.9	1.8	1.0	i	-0.6	-3.0	i
20	OC(c1ccccc1)c1ncc(-c2cccc(OCc3ccccc3)c2)[nH]1 (stereo not drawn)	0.8	1.5	nt	-1.2	-9.7	-2.7	i	1.3	0.0	i

The list goes on:
item	structure	STEP block	NadD inh	Scp1 inh	Rin1 Abl inh	DNMT1 inh	CSN inh	Neddylation inh	LMPTP inh	SUMO1-SIM PPI	Rpn11 block
25	CCOC(=O)c1ccc(COC(=O)CNC(=O)CNC(=O)c2ccc(OC)cc2)o1	-1.8	-0.7	0.8	-1.5	1.3	4.8	i	0.2	-0.7	i
26	O=C(NC(=S)N1CCCCC1c1cccnc1)c1ccccc1 (stereo not drawn)	-2.4	-4.9	-10.0	-2.2	-1.1	-6.1	i	2.2	-1.0	i
27	COc1ccc(-n2nnnc2SCC(=O)Nc2nnn(C)n2)cc1	0.2	4.6	-10.7	0.0	-0.2	3.6	i	-2.9	0.9	i
28	CC(=O)OC1CC[C@@]2(C)C(CCC3C2CC(=O)[C@@]2(C)C3CC3CC(C)=CC(=O)C32)C1 (stereo partly drawn)	-0.1	-2.2	-12.5	-2.1	-2.1	0.1	i	1.9	14.8	i
29	O=[N+]([O-])c1cccc(C2Nc3cccc4cccc(c34)N2)c1	3.2	19.3	17.0	0.6	-21.8	4.3	i	11.4	3.9	i
30	CC(=O)OCC1OC(c2ccccc2)C(OC(C)=O)C(OC(C)=O)C1OC(C)=O (stereo not drawn)	-1.3	-2.0	-4.3	-5.0	1.0	-1.7	i	0.0	-0.4	i
31	O=C1c2ccccc2C(Nc2ccc(F)cc2F)N1CCN1CCOCC1 (stereo not drawn)	2.0	-4.9	-4.8	-1.2	0.9	-2.7	i	-1.2	-0.1	i
32	CCOC(=O)C(=O)C1C(=O)Nc2ccccc21 (stereo not drawn)	-2.1	-9.8	-7.7	1.5	0.3	-0.4	i	-2.1	-14.0	i
33	COc1ccc(S(=O)(=O)NC(=O)C2(C)CCN2C(=O)C(C)(C)c2ccccc2)cc1 (stereo not drawn)	-2.5	-2.0	nt	-1.0	-1.5	-2.7	i	-2.9	6.7	i
34	Cn1c(CCNC(=O)C(C)(C)C)nc2ccccc21	1.4	-0.3	5.2	-1.8	3.3	-2.5	i	0.6	-2.6	i
35	CC(C)N1C(=O)CCC1C(=O)O (stereo not drawn)	-1.3	-3.9	-2.5	-3.0	9.7	-3.7	i	-1.2	-1.2	i
36	CC(C)CCc1noc(CN(C)CCC2CCOCC2)n1	-1.2	-8.2	-0.7	0.7	1.4	4.0	i	-2.9	-0.4	i
37	O=C(CSc1nnc(CNC(=O)c2ccco2)o1)Nc1cccc(Cl)c1	1.0	-1.4	-3.4	-0.9	-6.2	-0.6	i	-0.3	1.2	i
38	Cc1cc(NC(=O)NCc2ccco2)ccc1NC(=O)NCc1ccco1	1.3	4.7	-9.5	-2.6	-2.3	-4.5	i	0.7	1.1	i
39	CC1=C[C@H](C)[C@H](c2c(F)cccc2Cl)CC1=O	-1.0	-5.9	-5.9	-3.6	0.2	-1.8	i	-1.1	2.5	i
40	O=C(c1cc2cc(Cl)ccc2o1)N1CCCC1	-1.1	6.6	9.6	3.4	0.0	4.0	i	-0.5	1.1	i
41	CCc1cccc(C)c1NC(=O)CCCn1c(=O)c2cccn2c2cccnc21	0.7	-7.7	1.1	0.4	2.9	7.0	i	1.3	-3.4	i
42	COc1cc(C(=O)N2CCN(C(=O)c3ccco3)CC2)c([N+](=O)[O-])cc1OC	-1.7	-4.1	-3.5	2.1	-0.2	9.4	i	-1.2	-6.8	i
43	O=C(Nc1cccc(S(=O)(=O)N2CCCCC2)c1)[C@@H]1CCCN1S(=O)(=O)c1ccccc1C(F)(F)F	-0.7	7.7	-9.7	-1.3	-7.2	-2.4	i	2.0	-3.1	i
44	CC(O)Cc1cn([C@@H](CCCCNC(=O)OC(C)(C)C)C(=O)N2CCN(C(=O)OC(C)(C)C)CC2)nn1 (stereo partly drawn)	-1.2	-11.9	-0.2	6.6	3.5	2.0	i	-2.6	2.1	i
45	CC(C)NC1CCC(Nc2ccnc3cc(Cl)ccc23)CC1 (stereo not drawn)	0.0	0.2	-2.2	1.3	35.4	0.9	i	6.3	4.3	i
46	COc1ccc(N2CCN(Cc3nnnn3C3CCCCC3)CC2)cc1	2.7	-5.9	-4.7	0.7	-3.2	-3.8	i	-1.3	-4.6	i
47	Cc1ccc(-c2nn(C)c(=O)c3ccccc23)cc1CNC(=O)/C=C/c1ccccc1	6.5	1.1	-6.0	2.5	-9.8	3.0	i	1.4	11.9	i
48	Cn1c(SCC#N)nnc1-c1ccc2c(c1)OCO2	1.5	-1.9	-6.7	-0.2	0.8	0.6	i	-0.5	-0.3	i
49	COc1cc(S(=O)(=O)NCc2ccccc2)ccc1F	-2.3	-3.8	0.8	-4.8	1.7	-3.2	i	-0.2	-1.1	i
